KDM5B inh = Primary screen for KDM5B Histone Demethylases FDH-coupled qHTS; KDM5B demethylase, FDH-coupled NADH fluorescence (FDH is formaldehyde dehydrogenase); hit rate 2.6% among 220,000; Lysine-specific demethylase 5B (Homo sapiens), Q9UGL1; Potency, µM (titrated, usually from 57.7 µM), for the others: at the highest dose activity change, negative = inhibition, most hits filed as inhibitors; active = well fitted inhibition curve with a large enough effect; inconclusive = small, poorly fitted or top-dose-only effect; inactive = no such curve, though single readings can be large or run the other way; also: 0% is about no effect; nearly all actives have a fitted effect of over 70% in size
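KDM5BΔAP (200 nM final) in 50 mM HEPES pH 7.5, 0.01% Tween-20 was preincubated 10 min at RT with compound over a concentration range. Substrate mix (H3K4me3 12.5 µM, α-KG 25 µM, Fe²⁺, ascorbate, NAD⁺, FDH) was added, and NADH fluorescence change over 30 min gave dose-response curves.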
Starred values were filed as active, the others as inactive; i = inactive; ? = inconclusive; & = joins results of further samples; [ ] = remark or other dose. Potency is read from the fitted curve at half-maximal effect.

Compound | KDM5B inh
CCCCN1C(=O)c2ccccc2C(C(=O)Nc2ccccn2)C12CCCC2 (centres undefined) | -17%
CCn1c(-c2ccc(Br)cc2)cnc1SC(C)C(N)=O (centres undefined) | 5%
Cc1ccc(C2Cn3nnc(-c4noc(-c5cc(Cl)ccc5F)n4)c3CO2)cc1 (centres undefined) | -25%
Brc1cccc(-c2noc(-c3ccco3)n2)c1 | 23%
CCOCCOc1cccc(N)c1 | -10%
Cn1cc(C(=O)N(CCN2CCOCC2)C2CCCC2)c2ccccc21 | 20%
CC(=O)c1ccc(NS(=O)(=O)c2cnc(N)nc2)cc1 | ?
CN(C)C(=O)c1nc(-c2ccc(F)cc2)c2cnccn12 | 35µM*
CCCOc1ccc(OC(=O)c2c(-c3ccccc3Cl)noc2C)cc1 | -25%
Cc1cccc([C@H]2C[C@@H](O)[C@@H](O)[C@@H]2NC(=O)C2CCOCC2)c1 | -16%[86.2 µM]
CC(C)N1C(=O)C2(CCCC2)C1C(=O)NCc1ccc(N2CCOCC2)cc1 (centres undefined) | -11%
Cc1ccc(OCC(=O)Nc2nc(-c3ccc(Br)cc3)ns2)cc1 | -4%
COCCN1C(=O)CS(=O)(=O)C12CCN(C(=O)c1ccc(OC)c(F)c1)CC2 | -7%
Cn1cnc2cc(-c3cccc(C(F)(F)F)c3)cc(C(=O)NCc3cccnc3)c21 | ?
CCS(=O)(=O)Nc1ccc(C)n(CC(=O)NCc2ccccc2C)c1=O | -36%
COc1ccc(C(=O)N2CCC(c3n[nH]c(=O)n3-c3ccccc3)CC2)c(OC)n1 | 28%
CC(C)NC(=O)Nc1ccc(-c2noc(-c3cccs3)n2)cc1 | 29%
CC(CCc1ccccc1)NC(=O)CSc1nc2cc(Cl)ccc2s1 (centres undefined) | 13%
Cc1cc2n(n1)CCCN2C(=O)Nc1ccc(C)c(Cl)c1 | -17%
CC1CCN(c2ccc(CNC(=O)CN3CCCc4nc(C5CC5)ncc4C3=O)cc2)CC1 | -2%
CNC(=O)c1cc(-c2ccc(OC)c(OC)c2)cc2c1OCCN2Cc1cccnc1 | 32µM*
Cc1ccc2c(=O)cc(C(=O)NCC(c3cccs3)N3CCCCCC3)oc2c1C (centres undefined) | 8%
COc1cccc(C(=O)N2CCC(c3nc(-c4cccnn4)no3)CC2)c1 | -9%
Cc1cccc(NC(=O)Cn2c(C)cc3nc4n(c(=O)c32)CCCCC4)c1 | 16%
O=C(c1ccc(Cl)cc1)c1ccc(OCc2cccc3ccccc23)cc1 | 7%
Cc1cc(C)cc(Oc2ccc(C#N)c(C#N)c2)c1 | -14%
CCOCCn1c(SCc2ccccc2Cl)nc2c1c(=O)[nH]c(=O)n2C | 15%
CCc1ccc(CN2CCC(CO)(CN3CCCC3)CC2)cc1 | 12%
CCO[C@H]1CN(C(=O)c2ccc(OC)c(N3CCOCC3)c2)C[C@@H]1O | ?
Cc1ccc(S(=O)(=O)CC(=O)c2ccc(F)cc2)cc1 | -1%

Quoted at random: 6 entries already listed
Compound | KDM5B inh
CN(C)C(=O)c1nc(-c2ccc(F)cc2)c2cnccn12 | 35µM*
CCOCCn1c(SCc2ccccc2Cl)nc2c1c(=O)[nH]c(=O)n2C | 15%
CC(=O)c1ccc(NS(=O)(=O)c2cnc(N)nc2)cc1 | ?
Brc1cccc(-c2noc(-c3ccco3)n2)c1 | 23%
CC(C)N1C(=O)C2(CCCC2)C1C(=O)NCc1ccc(N2CCOCC2)cc1 (centres undefined) | -11%
CCn1c(-c2ccc(Br)cc2)cnc1SC(C)C(N)=O (centres undefined) | 5%

Other structures follow:
Compound | KDM5B inh
COc1cc(-c2cc(-c3ccccc3)nc3c(C)noc23)ccn1 | ?
O=C(c1ccoc1)N1C[C@@H](CO)[C@H](c2ccncc2)C1 | 21%
CCCOc1ccc(CNC(=O)c2c(OCC)cc(=O)n3c2CCCC3)cc1 | -17%
C=CCN1C[C@@]2(C(=O)O)CN(c3nccc4ccccc34)C[C@H]2C1=O | 20µM*
O=C(N/N=C(/C=C/c1ccccc1)c1ccccc1)c1cccs1 | -12%
Cn1c(=O)c2c(nc(Cl)n2CC(=O)N(Cc2ccccc2F)C2CC2)n(C)c1=O | 5%
COc1cc(CN(CC2CCCO2)C(=O)COc2ccc(Br)cc2)cc(OC)c1OC (centres undefined) | 16%
Cc1cccc(N2CCN(c3nc4ccc(C)cc4n4cnnc34)CC2C)c1 (centres undefined) | ?
Cc1ccc(-n2ncc3c(NCCCN4CCOCC4)ncnc32)cc1C | ?
Cc1cccc(N2CCN(C(=O)c3cn(C)c4ccc(S(=O)(=O)N(C)C)cc4c3=O)CC2C)c1 (centres undefined) | ?
Cc1nnc(N2C(=O)c3oc4ccccc4c(=O)c3C2c2ccc(F)cc2)s1 (centres undefined) | 11%[11.5 µM]
O=C(NCC1CC1)c1cc(Br)cn2ccnc12 | ?
CCc1cccc(OCC(O)Cn2cnc3c2c(=O)n(C)c(=O)n3C)c1 (centres undefined) | 1%
Cc1ccsc1CN(C)CC(=O)NC(=O)NCc1ccccc1 | 29%
Cc1ccc(CNCc2c(C(=O)O)n(Cc3ccccc3C)c3cc(C)ccc23)cc1 | -5%
COc1ccc(-c2nnc(SCC(=O)Nc3ccc(C)c(Cl)c3)nc2-c2ccc(OC)c(OC)c2)cc1OC | ?
CCOC(=O)N1CCC(COc2ccc3c(cnn3CC[S+](C)(=O)[O-])c2)CC1 | -13%[86.2 µM]
Cc1cccc(C(=O)N2CCC(N3C(=O)C4(CCCC4)C3c3scnc3C)CC2)c1 (centres undefined) | -12%
O=C(O)CCC(=O)c1ccc(Cl)cc1 | 44%[activator]
COc1ccc(C(CNC(=O)c2n[nH]c(=O)c3ccccc23)N2CCCC2)cc1 (centres undefined) | -5%
COc1ccc(CC(=O)N2CC[C@@H](CC(=O)O)[C@@H](CCN3C[C@@H]4C[C@H](C3)c3cccc(=O)n3C4)C2)cc1 | ?
Cc1oc2cc(OCc3ccccc3)ccc2c(=O)c1Oc1ccccc1 | 3%
Cc1cc(C)cc(C(=O)N2CCC(OC3CCN(C)CC3)CC2)c1 | -13%
O=C(NCc1ccccc1)c1c2c(nc3ccccc13)C(=O)N(C1CCCCC1)C2 | ?
CCOC(=O)Cn1cc(C#N)c(=O)[nH]c1=O | 23%
Cn1ncc(N2CCCC(CC(=O)N3CCN(Cc4ccccc4)CC3)C2)cc1=O (centres undefined) | 24%
COc1ccccc1NC(=O)CSc1nc2ccsc2c(=O)n1C | -1%
CC1=NOC2(CCN(Cc3ccc(N(C)C)cc3)C2)C1 (centres undefined) | ?
O=C(OCc1nc2ccccc2o1)c1cc(S(=O)(=O)N2CCCCC2)ccc1Cl | 5%
O=C(CCC1CCN(S(=O)(=O)c2cccc(F)c2)CC1)N1CCc2ccccc2C1 | ?

Next part.
Compound | KDM5B inh
CC(C)(N)c1cn(CC2CCN(C(=O)NC3CCCCCC3)CC2)nn1 | 1%
CC1(C)CC(=O)C/C(=N/NC(=O)c2ccc(Cl)cc2)C1 | -8%
CCn1cc(S(=O)(=O)N2CC(N(Cc3cccnc3)CC(C)C)C2)cn1 | -6%
Cc1ccc(NC(=O)c2cnn3c2NC(c2ccccc2)=CC3c2ccccc2)cc1 (centres undefined) | -20%
Cc1ccc(OCC(=O)Nc2c(C(=O)c3ccc(Cl)cc3)oc3ccccc23)cc1C | ?
CC(C)c1ccc(NC(c2nnc(-c3ccccc3)o2)c2ccc(F)cc2Cl)cc1 (centres undefined) | -22%
CCOC(=O)c1[nH]c(C)c(C(=O)NC(CC)Cc2ccccc2)c1C (centres undefined) | -11%
CN(CC(=O)NCc1cccs1)CC(=O)Nc1ccc(F)c(F)c1F | -4%
C[C@@]1(O)CCN(C(=O)c2cccc(-c3cccc(F)c3)c2)C[C@@H]1O | 16%
COCCNC(=O)[C@@H]1C[C@H](Oc2ccccc2)CN1C(=O)Cc1c[nH]c2ccccc12 | -12%
CCOC(=O)c1ccc(NC(=O)CS(=O)(=O)Cc2nc(-c3ccccc3C)oc2C)cc1 | -26%
CC1CCCN(S(=O)(=O)c2cc3c4c(c2)CC(=O)N4CCC3)C1 (centres undefined) | -16%
COc1cccc(-c2nc(-c3ccc(Br)o3)no2)c1 | ?
CCOC(=O)C[C@@H]1C[C@@H](C(C)C)[C@H](CNC(=O)c2ccncc2)C=C1C | 22%[86.2 µM]
O=C(Nc1cccc(OCc2cc(=O)n3c4c(sc3n2)CCCC4)c1)c1ccc(F)cc1 | ?
CNC(=O)CSc1nc2ccccc2c(=O)n1-c1cc(OC)ccc1OC | 20%
COC(=O)c1c(NC(C)=O)c2cc(NC(C)CCO)cnc2n1CC1CCCO1 (centres undefined) | ?
CN(CCCNC(=O)Cn1ncc2c([nH]c3ccccc32)c1=O)Cc1ccccc1 | ?
COc1ccccc1CN1CCNc2cnc(OCc3cccnc3)cc2C1 | ?
CN1CC(c2ccccc2)CC2(CCN(C(=O)CCCn3ccnc3)CC2)C1 (centres undefined) | 12%
COCCCNC(=O)c1cc(-c2ccncc2)nc2ccccc12 | 3%
N#Cc1nc(-c2ccc(S(=O)(=O)N3CCCC3)cc2)oc1NCc1ccco1 | ?
COc1ccccc1CC(=O)N(Cc1nc(-c2ccc(C)cc2)no1)C1CCCCC1 | 1%
COc1cccc(-c2cc3c(=O)n(CCNC(=O)c4ccccc4Cl)ccn3n2)c1 | -19%
COc1ccc(Cl)cc1NC(=O)CSc1nc2c(oc3ccccc32)c(=O)n1Cc1ccco1 | -57%
COc1ccc(C(=O)N[C@@H]2CCC[C@@H]2C(=O)NCCCN(C)C)cn1 | -16%
Cc1ccc(-c2noc([C@@H]3Cc4nc[nH]c4CN3Cc3ccccc3)n2)cc1 | ?
Cc1cc(C(=O)NCC23CCCC=C2N(C)C(=O)CC3)n(C)n1 (centres undefined) | -14%
COc1ccc(N=Nc2ccc(O)c3ncccc23)cc1 | ?
CCCCN(C)Cc1c(C)[nH]c2ccc(Br)cc2c1=O | 21%

Given with values ahead of the structure: part of the list above.
KDM5B inh	canonical_smiles
12%	CN1CC(c2ccccc2)CC2(CCN(C(=O)CCCn3ccnc3)CC2)C1 (centres undefined)
3%	COCCCNC(=O)c1cc(-c2ccncc2)nc2ccccc12

KDM5B inh: entries above that show a hit.
Compound | KDM5B inh
CN(C)C(=O)c1nc(-c2ccc(F)cc2)c2cnccn12 | 35µM*
CNC(=O)c1cc(-c2ccc(OC)c(OC)c2)cc2c1OCCN2Cc1cccnc1 | 32µM*
C=CCN1C[C@@]2(C(=O)O)CN(c3nccc4ccccc34)C[C@H]2C1=O | 20µM*

Next structures.
Compound | KDM5B inh
COc1ccc(CN(C)C2CCOc3ccccc32)cc1 (centres undefined) | 17%[86.2 µM]
COc1ccc(S(=O)(=O)Oc2ccc3c(c2)O/C(=C\c2ccc(C)cc2)C3=O)cc1 | -10%
CCCNC(=O)NCCc1ncc(C)n1CC1CC1 | 12%
CCN1CCCC1CNC(=O)c1cc(S(=O)(=O)N(C)C)ccc1Cl (centres undefined) | -2%
O=C(CC1CCNC1)NC1CC1 (centres undefined) | -3%
CCOc1ccc(NS(=O)(=O)c2ccc(C(=O)NC3CCN(C(C)C)CC3)cc2)cc1 | -3%
Clc1ccc(-c2noc(-c3cccnc3N3CCN(c4ccccc4)CC3)n2)cc1 | 3%
Cc1cccc(Cn2nnc3c(=O)[nH]c(C4CCCN(C(=O)c5ccccc5Cl)C4)nc32)c1 (centres undefined) | 9%&-12%
O=C(NC1CCCC1)N1CC(Oc2ccccc2-c2nc(-c3ccccc3)no2)C1 | 28µM*
CC1=C[C@@H](CN(C)CCc2ccccn2)[C@H](C(C)C)C[C@H]1Cc1nnc(-c2ccccc2)o1 | -12%
O=C(O)C1CCCN(C(=O)c2cccc3ccccc23)C1 (centres undefined) | 29%
O=C(c1ccc2c(c1)OCCO2)N(Cc1cccnc1)c1nc2c(F)cc(F)cc2s1 | ?
CCc1ccccc1NC(=O)C1CCCN(c2ncnc3onc(-c4ccc(F)cc4)c23)C1 (centres undefined) | -7%
CCCCN(C)CCNC(=O)Cn1ncc2c3ccccc3n(CCC)c2c1=O | ?
COc1ccc(CNC(=O)CN2C(=O)CCCc3ccccc32)cc1 | -7%
O=[S+]1([O-])NC2(CCN(Cc3cccc4ccccc34)CC2)CNc2ccccc21 | -16%
Cc1cn2nc(C(=O)NC3CCCC3)cc2c(N2CCCC2)n1 | i
C[S+](=O)([O-])c1ccc(-c2nc(C(=O)NCc3ccc(F)cc3)n3ccccc23)cc1 | 89µM*
Cc1cccc(C(=O)Nc2c3c(nn2-c2ccc(Cl)cc2)CS(=O)(=O)C3)c1 | -25%
COc1ccc(NC(=O)CC2C(=O)N(c3ccc(OC)cc3)C(=O)N2C2CCCCC2)cc1 (centres undefined) | -29%
CCN(CC)c1ccc(NC(=O)CN2C(=O)NC3(CCc4ccccc43)C2=O)cc1 (centres undefined) | 37%
Cc1cc(OCC(=O)N2CCN(C(=O)C3COc4ccccc4O3)CC2)c2c(C)cc(=O)oc2c1 (centres undefined) | ?
O=C(c1ccc(Cl)nc1)N1CCC2(CC1)CC(Cc1ccccc1)=NO2 | -9%
O=C(Nc1ccc2c3c(cccc13)CC2)c1ccc(F)cc1 | -9%

Some of the compounds tested; the hit share may differ from the screen's.
